# Growth percent in the NCI-60 one-dose screen (48 h, 10 µM unless noted): 100 = growth as untreated, 0 = no growth, -100 = all killed.
# UACC-257: UACC-257 melanoma | hit rate 4.4% among 78,000 | AID 1794764
# UACC-62: UACC-62 melanoma; AID 1794756; hit rate 5.4% among 81,000
# MALME-3M: MALME-3M melanoma | hit rate 5.8% among 78,000
# SK-MEL-28: SK-MEL-28 melanoma; hit rate 4.1% among 81,000; AID 1794761
# SK-MEL-2: SK-MEL-2 melanoma | AID 1794763 | hit rate 4.7% among 77,000
# MDA-MB-435: MDA-MB-435 melanoma; AID 1794794; hit rate 7.8% among 82,000
# LOX IMVI: LOX IMVI melanoma. hit rate 7.4% among 79,000
# SK-MEL-5: SK-MEL-5 melanoma; AID 1794755; hit rate 6.4% among 80,000
# An asterisk follows results filed as active; / = not tested or not shown; & = joins results of further samples. The calls were made as follows: active = growth percent below 10; inactive = the rest. Outcome played no part in choosing rows; any-hit rate near 12%.
SMILES,UACC-257,UACC-62,MALME-3M,SK-MEL-28,SK-MEL-2,MDA-MB-435,LOX IMVI,SK-MEL-5
C[C@H](c1ccccc1)N1C(=O)C2=Nc3cccc(Cl)c3CN2C1=S,104,86,90,92,105,68,59,99
CCc1nc2c([nH]1)C(=O)c1ccccc1C2=O,111,87,85,107,107,99,99,90
COc1cccc2sc(NCN3N=C(C)CC3=O)nc12,91,110,97,117,/,105,/,/
COc1ccc2cc(C(C)C(=O)N=C(N)N)ccc2c1 (configuration not stated),/,105,123,103,124,103,90,106
CCC(=O)NC(C)c1ccccc1 (configuration not stated),126,93,125,105,103,114,109,107
COc1ccc(/C(C)=C(\c2ccc(Cl)cc2)c2ccc(OCCN3CCCCC3)cc2)cc1F,25,-33*,-27*,-21*,64,37,-73*,57
COc1ccc(C2CC(c3ccc(Nc4nc(Nc5ccc(F)cc5)nc(Nc5ccc(Cl)cc5)n4)cc3)=NN2C(C)=O)cc1 (configuration not stated),98,91,88,114,96,97,105,92
O=c1[nH]c(=S)c2c(n1CCCO)CCC2,97,97,93,111,100,97,97,101
Cn1c(=S)sc2ccc3ccccc3c21,115,98,116,106,102,95,100,87
O=c1cc(-c2ccccc2)oc2ccccc12,104,89,117,100,54,100,97,89
Cc1ccc(S(=O)(=O)NCl)cc1,106,106,97,115,93,99,96,/
CCOC(=O)/C(C#N)=C/c1cccc(OC)c1,99,/,/,104,110,103,105,93
COc1ccc(-c2c(C#N)c(-c3ccc(Cl)cc3)nc3c2c(-c2ccccc2)nn3-c2ccccc2)cc1,98,96,105,104,107,99,96,106
c1ccc(Cn2cc(-c3nc4ccccc4n3Cc3ccccc3)c3cccnc32)cc1,112,100,104,110,112,73,93,99
CCOC(=O)c1nnc2cc(-c3ccccc3)nn2c1-c1ccccc1,110,83,120,105,112,110,101,107
COc1cc2c(C)cc(=O)oc2cc1O,95,106,91,111,116,112,99,99
COc1cc(C2Nc3cc(C)c(C)cc3-n3c(C)cc(=O)n32)cc(OC)c1OC (configuration not stated),92,100,110,105,113,87,100,102
Cc1cc(O)c2c(C)cc(=O)oc2c1,80,99,92,104,86,100,95,95
C=CCn1c(SCC(=O)c2ccccc2)nnc1-c1ccc(OC)cc1,90,97,89,97,/,98,103,94
CS(=O)(=O)c1ccc(-c2nc3ccccn3c2-c2nc3ccc(Cl)cc3[nH]2)cc1,104,84,88,107,101,95,99,96
C=C1c2c(C)nn(-c3ccc(N)cc3)c2N(C)C23CC1C1(C)c4c(C)nn(-c5ccc(N)cc5)c4N(C)C(C)(CC12)C3 (configuration not stated),73,77,102,85,79,70,/,53
NS(=O)(=O)N(c1cc(C(F)(F)F)cc(C(F)(F)F)c1)C1CCN(Cc2ccc(F)cc2)CC1,62,57,29,82,74,70,69,32
O=S(Cc1ccccc1)c1ccccc1 (configuration not stated),100,99,127,108,111,105,103,100
CCC(Cc1ccccc1)OC(=O)c1ccccc1C(=O)O (configuration not stated),101&109,98&107,103&109,119&109,118&99,106&107,104&103,108&114
Nn1c(SCC(=O)Nc2cc(Cl)c(Cl)cc2Cl)nnc1-c1cc(F)c(Cl)cc1Cl,108,146,121,135,87,91,129,78

# Nothing new here: 3 of the compounds above.
SMILES,UACC-257,UACC-62,MALME-3M,SK-MEL-28,SK-MEL-2,MDA-MB-435,LOX IMVI,SK-MEL-5
C[C@H](c1ccccc1)N1C(=O)C2=Nc3cccc(Cl)c3CN2C1=S,104,86,90,92,105,68,59,99
CCc1nc2c([nH]1)C(=O)c1ccccc1C2=O,111,87,85,107,107,99,99,90
COc1cccc2sc(NCN3N=C(C)CC3=O)nc12,91,110,97,117,/,105,/,/

# 16 entries out of the list, arranged by heavy-atom count, rising.
SMILES,UACC-257,UACC-62,MALME-3M,SK-MEL-28,SK-MEL-2,MDA-MB-435,LOX IMVI,SK-MEL-5
Cc1ccc(S(=O)(=O)NCl)cc1,106,106,97,115,93,99,96,/
CCC(=O)NC(C)c1ccccc1 (configuration not stated),126,93,125,105,103,114,109,107
Cc1cc(O)c2c(C)cc(=O)oc2c1,80,99,92,104,86,100,95,95
O=S(Cc1ccccc1)c1ccccc1 (configuration not stated),100,99,127,108,111,105,103,100
CCOC(=O)/C(C#N)=C/c1cccc(OC)c1,99,/,/,104,110,103,105,93
COc1ccc2cc(C(C)C(=O)N=C(N)N)ccc2c1 (configuration not stated),/,105,123,103,124,103,90,106
CCC(Cc1ccccc1)OC(=O)c1ccccc1C(=O)O (configuration not stated),101&109,98&107,103&109,119&109,118&99,106&107,104&103,108&114
C[C@H](c1ccccc1)N1C(=O)C2=Nc3cccc(Cl)c3CN2C1=S,104,86,90,92,105,68,59,99
C=CCn1c(SCC(=O)c2ccccc2)nnc1-c1ccc(OC)cc1,90,97,89,97,/,98,103,94
Nn1c(SCC(=O)Nc2cc(Cl)c(Cl)cc2Cl)nnc1-c1cc(F)c(Cl)cc1Cl,108,146,121,135,87,91,129,78
c1ccc(Cn2cc(-c3nc4ccccc4n3Cc3ccccc3)c3cccnc32)cc1,112,100,104,110,112,73,93,99
NS(=O)(=O)N(c1cc(C(F)(F)F)cc(C(F)(F)F)c1)C1CCN(Cc2ccc(F)cc2)CC1,62,57,29,82,74,70,69,32
COc1ccc(/C(C)=C(\c2ccc(Cl)cc2)c2ccc(OCCN3CCCCC3)cc2)cc1F,25,-33*,-27*,-21*,64,37,-73*,57
COc1ccc(-c2c(C#N)c(-c3ccc(Cl)cc3)nc3c2c(-c2ccccc2)nn3-c2ccccc2)cc1,98,96,105,104,107,99,96,106
C=C1c2c(C)nn(-c3ccc(N)cc3)c2N(C)C23CC1C1(C)c4c(C)nn(-c5ccc(N)cc5)c4N(C)C(C)(CC12)C3 (configuration not stated),73,77,102,85,79,70,/,53
COc1ccc(C2CC(c3ccc(Nc4nc(Nc5ccc(F)cc5)nc(Nc5ccc(Cl)cc5)n4)cc3)=NN2C(C)=O)cc1 (configuration not stated),98,91,88,114,96,97,105,92

# The list continues:
SMILES,UACC-257,UACC-62,MALME-3M,SK-MEL-28,SK-MEL-2,MDA-MB-435,LOX IMVI,SK-MEL-5
C=CCCCOC(=O)c1nn(C(C)=O)c2ccccc12,105,93,112,119,101,104,97,99
COc1ccc(-c2cn(Cc3cc4ccccc4s3)nn2)cc1O,93,51,87,106,93,85,49,89
Cc1ccc(Nc2nc(N)nc(CSCC(=O)NN)n2)cc1,108,91,111,100,109,94,95,101
CCc1c(C)c2cc3c(oc(=S)n3C(C)C)c(C)c2oc1=O,115,81,108,109,90,101,91,94
COc1c2occc2c(OC)c2c(=O)c(C3=NN(c4ccccc4)C(c4ccc(F)cc4)C3)c(C)oc12 (configuration not stated),/,/,98,/,86,103,91,96
COC(=O)c1cc(=O)nc(N/N=C/c2ccc(OC)cc2)s1,/,98,95,103,117,103,103,101
COc1ccccc1-c1cc(-c2ccc(Br)s2)[nH]c(=O)c1C#N,108,80,86,104,99,98,87,97
Nc1ccc(N2C(=O)NC(=O)C(=O)C2=O)cc1,100,94,107,105,116,/,98,95
Nc1ccc(S(=O)(=O)Nc2cc(Cl)c(N)c(Cl)c2)cc1,97,91,87,105,101,104,101,111
O=C(O)CC1SC(=NNc2ncnc3ccccc23)N(c2ccccc2)C1=O (configuration not stated),110,93,98,105,125,101,119,100
CC(Cl)(CCl)CCl,89,90,77,105,101,/,92,107
O=C(Nc1ccccc1O)c1ccc(NS(=O)(=O)c2cccc3cccnc23)cc1,27,23,/,38,24,33,/,/
NS(=O)(=O)c1ccc(-n2nc(-c3ccc(-c4ccccc4)cc3)ccc2=O)cc1,107,91,111,122,92,120,109,103
COc1ccc(-c2cc(O)c(C(=O)N3CCOCC3)s2)cc1,99,95,98,110,95,102,100,101
C/C=C/C(=O)OCc1ccccc1,116,111,120,107,122,106,94,94
CC(C)(C)C(=O)OC(N)/C=C/c1ccccc1 (configuration not stated),84,97,96,106,98,92,105,102
COc1cc(/C=C/c2cn[nH]c2-c2ccc(C)cc2)cc(OC)c1OC,39,33,52,57,2.1*,-16*,41,12
N#Cc1c(-c2ccccc2)[nH]c2ncc(-c3ccc4ccccc4c3)n2c1=O,95,99,101,90,86,108,98,101
COc1ccc(S(=O)(=O)NCCNc2cc(-c3cn(-c4ccccc4)nc3-c3cccc(OC)c3)ccn2)cc1,/,/,97,/,70,60,69,49
COc1cccc(-c2nn(-c3ccccc3)cc2-c2ccnc(NCCNS(=O)(=O)c3ccc(C)cc3)c2)c1,/,/,113,/,84,63,75,60
COc1ccc(C(=O)/C=C/c2cn(Cc3ccc(Cl)cc3)c3ccccc23)cc1,82,31,60,81,75,-20*,49,89
Cc1[nH]c(C(=O)Nc2ccc(S(=O)(=O)N3CCCCC3)cc2OCCOCCOCCOCCOCCOCCOCCOCCOCCOc2cc(S(=O)(=O)N3CCCCC3)ccc2NC(=O)c2[nH]c(C)c3c2CCCCC3=O)c2c1C(=O)CCCC2,-27*,-33*,3.7*,35,-12*,18,-75*,15
COc1cc(C(=O)/C=C/c2sc(N(C)Cc3ccccc3)nc2Cl)cc(OC)c1OC,86,78,109,102,92,105,95,90
O=C(CCc1ccccc1)Nc1ccccc1,86,88,100,97,81,97,101,98
CCOC(=O)c1cccc(NC2=C(Br)C(=O)C(C)=C(C)C2=O)c1,94,92,96,107,111,/,99,99

# New compounds follow:
SMILES,UACC-257,UACC-62,MALME-3M,SK-MEL-28,SK-MEL-2,MDA-MB-435,LOX IMVI,SK-MEL-5
COc1ccc(/C=C/C(=O)c2ccc(NC(=O)N3CCN(c4cc5c(cc4F)c(=O)c(C(=O)O)cn5C4CC4)CC3)cc2)cc1OC,105,96,108,111,117,101,103,/
Cc1ccc(-c2nc(C#N)c(S(=O)(=O)N3CCN(S(C)(=O)=O)CC3)o2)cc1,58,53,-77*,34,75,58,-89*,55
OCC1C2C=CC(C2)C1CO (configuration not stated),101,107,105,107,114,109,101,130
Cn1c(=O)c2c(nc3n(-c4ccc(Cl)cc4Cl)c(Sc4nc(-c5ccccc5)c(C#N)c(=O)[nH]4)cn23)n(C)c1=O,100,63,45,88,99,69,33,90
N/C(=N\c1nc2ccccc2s1)NC(=O)NC(CO)CO,107,99,113,117,107,103,106,99
CC1CCc2c(sc3nc(/C(C#N)=C/c4cn(-c5ccccc5)nc4-c4ccc5c(c4)OCCO5)[nH]c(=O)c23)C1 (configuration not stated),91,81,75,64,82,68,67,74
CCCC(O)Cn1ncc(C(=O)OCC)c1NC(=O)NCc1cccc(F)c1 (configuration not stated),85,97,98,98,91,101,93,101
O=NN(CC(=O)N/N=C/C=C\c1ccccc1)CC(=O)N/N=C/C=C/c1ccccc1,99,101,91,99,111,103,88,85
Nc1nc(-c2ccc(Br)cc2)nn1-c1nc2ccccc2s1,98,94,96,105,104,101,95,90
Cc1nc(/N=C(\N)NC(=O)Nc2cccc([N+](=O)[O-])c2)sc1C,89,63,78,81,88,8.2*,72,91
CCOC(=O)C1CC(=O)c2ccccc2C1c1ccccc1 (configuration not stated),105,89,115,113,122,109,87,98
Cc1cccc(NC(=O)C2=NCCCCN2)c1,103,99,103,112,106,110,97,101
C/C(=N\NC(=S)Nc1ccccc1)c1nnn(-c2ccc(F)cc2)c1C,97,72,85,91,72,87,64,81
COc1ccc2cc(CCO)ccc2c1,109,97,107,110,103,106,97,100
CN(C)CCSC1=Nc2ccc(Cl)cc2C(c2ccccc2Cl)N(C)C1 (configuration not stated),72,29,59,71,82,62,/,69
Cn1c(=O)c2c(ncn2CC(O)CO)n(C)c1=O (configuration not stated),91&107&108,108&94&105,103&111&102,108&106&120,109&104&96,99&112&107,99&91&104,113&117&106
N#CC1(Nc2ccccc2)CCCC1,111,106,113,111,/,108,95,104
Clc1cccc(-c2cc(Cn3cc(-c4ccncc4)cn3)on2)c1,108,99,95,119,108,114,105,105
O=c1cc(-c2ccc(Cl)cc2)[nH]c2ccccc12,73,68,85,78,80,5.7*,71,59
COc1ccc(OC)c(-c2nc3ccc(C(=O)NN4C(=O)c5ccccc5C4=O)cc3[nH]2)c1,96,88,94,102,95,99,94,98
c1ccc(OCCOc2ccccc2)cc1,120,96,89,128,115,98,99,112
Cc1ccc(/C=C2/C=C(c3ccccc3)OC2=O)cc1,81,105,102,115,93,96,100,95
c1cncc(-c2ccnc3nc(-c4ccncc4)nn23)c1,98,109,105,109,98,112,92,93
O=[N+]([O-])c1ccccc1CCc1ccccc1[N+](=O)[O-],107,77,/,95,90,92,94,91
